PAX8 inh HTS – inhibitors of PAX8 transcriptional activity in RMG-I cells. RMG-I TPO-luciferase reporter, SteadyGlo, 24 h. inhibition, % at 12.6 µM. 360,000 tested, 1.2% active. AID 652154;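 active means mean replicate inhibition at least 60% with every replicate also reaching 60%; inconclusive means only one of the two criteria is met; inactive means mean below 60% and not all replicates reaching 60%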;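 further: luciferase light reporting Pax8 driven TPO promoter activity; plate controls were median of neutral control wells for no effect and mitoxantrone controls for full effect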
GSIS activator – primary screen for activators of insulin secretion dependent on glucose, INS-1E cells, GLuc reporter luminescence; AID 743287; 370,000 tested, 0.61% active; INS-1E GLuc reporter insulin secretion, 2-3 h; activation, % at 16.6 µM;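 active means lowest replicate activation of at least 40%, so every replicate reaches that level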;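 further: 0% = median of neutral control wells and 100% = median of IBMX positive control wells; some compounds called inactive have numbers as strong as hits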
ERp5 inh – blocks human ERp5 reductase activity on insulin | 350,000 tested, 0.05% active | ERp5 insulin aggregation, absorbance 650 nm, 90 min | AID 651711 | inhibition, % at 9.99 µM | Q15084;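 active means mean replicate inhibition above about 25%, with every replicate also reaching it, limit read from the data, passing the limit was not always enough; inconclusive means only one of those two criteria met; inactive means neither criterion met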
Target sequence (Q15084 whole entry, looked up): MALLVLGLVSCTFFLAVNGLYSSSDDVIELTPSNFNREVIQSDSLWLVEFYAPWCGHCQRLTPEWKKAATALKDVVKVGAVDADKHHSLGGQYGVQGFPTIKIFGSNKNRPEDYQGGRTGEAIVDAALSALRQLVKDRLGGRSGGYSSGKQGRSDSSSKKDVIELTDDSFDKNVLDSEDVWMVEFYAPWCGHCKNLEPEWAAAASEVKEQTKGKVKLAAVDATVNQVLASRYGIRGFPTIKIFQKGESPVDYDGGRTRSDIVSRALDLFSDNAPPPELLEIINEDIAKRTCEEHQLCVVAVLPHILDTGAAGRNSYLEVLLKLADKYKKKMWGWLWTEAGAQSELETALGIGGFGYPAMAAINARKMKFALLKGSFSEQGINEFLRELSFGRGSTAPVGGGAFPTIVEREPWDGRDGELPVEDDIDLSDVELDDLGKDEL
DENV2 CPE – inhibitors of DENV2 cytopathic effect | DENV2-infected cells, cytopathic effect rescue, plate reader | CPE inhibition, % at 9.99 µM | 350,000 tested, 1.7% active | AID 651640; in the data active means CPE inhibition above about 20%, passing the limit was not always enough; inconclusive means no clear call, values can overlap the other calls; tested in BHK-21 cells;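 further: 0% = median of neutral control wells and 100% = median of positive control wells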
ARNT-TACC3 inh – disrupts binding between human ARNT and TACC3. Q9Y6A5. AlphaScreen His-ARNT PAS-B/GST-TACC3 binding, luminescence; TACC3 fragment carries E629A point mutation. inhibition, % at 9.99 µM. 390,000 tested, 0.66% active. AID 623870;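 active means mean inhibition of replicates at least 50% and at least half of replicates each reaching 50%; inconclusive means half or more replicates reach 50% but mean below 50%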;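 further: 0% = complete ARNT plus TACC3 wells and 100% = ARNT alone without TACC3; many hits fall short of the cut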
Xi reactivation – X-chromosome reactivation activator. XiGFP mouse fibroblasts, % GFP-positive cells imaging, 3 d; cells co-treated with 5-aza-dC sensitizer; scaled so ellipticine positive control = 100%. activation, % at 7.58 µM. 360,000 tested, 0.055% active. AID 743238;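 active means mean normalized replicate activation at least 10% and every replicate at or above 10%; inconclusive means only one of the two criteria met; inactive means mean below 10% and not all replicates reach 10%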;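 further: 0% = median of on-plate neutral control wells and 100% = ellipticine 6 µM median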
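Assay system – SV40-immortalized XiGFP fibroblast cells, line 68-5-11 · Buffer or medium – DMEM supplemented with 5-aza-dC as sensitizing agent · Dosing – one concentration, pinned · Benchmarks – positive control ellipticine, 6 µM final · Times – 3 days compound exposure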
EWS-Fli inh – inhibitors of EWS/Fli oncoprotein transcriptional activity; A673 NR0B1-luciferase reporter, viability-normalised; inhibition, % at 12.6 µM; 350,000 tested, 0.67% active; AID 651661;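 active means mean inhibition of at least 50% after viability correction, with every replicate also passing that limit; inconclusive means mean reaches 50% but only one of two replicates passes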;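 further: firefly luciferase signal divided by Alamar Blue viability fluorescence both relative to DMSO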
F508del corr – correctors of CFTR F508del function in bronchial epithelial cells | CFBE cells, YFP halide quenching; stimulated with forskolin plus potentiator P3; % fluorescence drop versus neutral controls | activity (quench increase), % at 7.58 µM | 350,000 tested, 0.36% active;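 active means mean added fluorescence quench of at least 8% versus neutral control, with both replicates also reaching 8%; inconclusive means only one of the mean or replicate conditions met; inactive means mean below 8% and not both replicates reaching 8%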;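 further: cells transiently co-express mutant CFTR-F508del with the halide-sensitive YFP; corrector assay measuring rescue of mutant channel to the surface after 24 h compound exposure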
* marks the source's active call; other numbers are inactive results; ? = inconclusive; . = no result given; & = joins results of further samples.

| SMILES | PAX8 inh HTS | GSIS activator | ERp5 inh | DENV2 CPE | ARNT-TACC3 inh | Xi reactivation | EWS-Fli inh | F508del corr |
| --- | --- | --- | --- | --- | --- | --- | --- | --- |
| COc1cc2nc(Cl)nc(N3CCOCC3)c2cc1OC | 32 | 14 | 5 | -1 | -7 | -0.1 | 0 | 2.1 |
| Cc1cc(NC(=O)c2ccccc2)n(C)n1 | 0 | 0 | 0 | ? | -18 | 0.2 | 8 | 0.3 |
| COc1ccc(NC(=O)Nc2ccc3c(c2)CC(=O)N([C@H](C)CO)C[C@@H](C)[C@H](CN(C)S(=O)(=O)c2ccc(Cl)cc2)O3)cc1 | . | 13 | 5 | 9 | . | -0.3 | -18 | -0.9 |
| Cc1cc(=O)[nH]c(Nc2ccccc2C)n1 | -9 | 15 | 4 | 5 | -1 | 0.0 | 0 | -1.3 |
| C[C@H](CO)N1C[C@H](C)[C@@H](CN(C)C(=O)C2CCCCC2)OCCCC[C@H](C)Oc2ccc(NC(=O)Nc3ccc(C(F)(F)F)cc3)cc2C1=O | . | 5 | -6 | -3 | 1 | -0.1 | 9 | 1.9 |
| Cc1ccccc1S(=O)(=O)N[C@H]1CC[C@H](CCn2cc(Cc3ccccc3)nn2)O[C@H]1CO | -2 | -14 | 1 | 1 | 9 | -0.4 | 4 | -2.0 |
| CCN(CC)CCOCCn1c(C)ccc1C | 4 | . | -3 | 0 | 1 | 0.1 | 3 | -0.1 |
| CC(C)[C@H](NC(=O)c1ccc(Cl)cc1Cl)C(=O)N1CCC[C@H]1C(=O)NCCc1ccccc1Cl | -22 | -23 | 1 | -5 | . | 0.1 | -13 | -1.6 |
| CCCCc1c(O)nc(SCC(=O)Nc2ccc(C)cc2)n(-c2ccc(OC)cc2)c1=O | 14 | -25 | 1 | 5 | 12 | 0.6 | . | 3.8 |
| Cc1ccc(C(=O)N2CCN(C)CC2)cc1S(=O)(=O)N1CCOCC1 | -12 | -1 | -2 | . | 0 | 0.0 | . | 0.4 |
| COc1ccc(NC(=O)c2nc[nH]c2C(=O)N(C)Cc2ccccc2)cc1 | -22 | -10 | 4 | . | . | -0.3 | -10 | 2.3 |
| C[C@H]1CN([C@@H](C)CO)C(=O)c2cccc(NC(=O)Nc3cccc4ccccc34)c2O[C@@H]1CN(C)S(=O)(=O)c1cn(C)cn1 | . | 5 | 7 | -3 | . | -1.3 | -5 | -0.6 |
| O=C(NCSc1ccccc1)c1ccccc1 | -177 | -5 | -2 | -10 | -11 | 0.0 | -87 | 1.3 |
| Cc1cc(NC(=O)Nc2ccccc2)n(C(C)(C)C)n1 | 1 | 26 | 4 | 5 | -5 | 0.0 | -6 | -1.3 |
| COc1ccccc1NC(=O)NCC(c1ccco1)N1CCCCC1 (stereo not drawn) | 10 | 9 | 8 | 7 | 0 | -0.2 | -2 | -1.2 |
| NC(=O)CSc1nnc(CSc2ncccn2)n1-c1ccccc1 | 1 | 2 | -5 | -2 | -9 | 0.6 | -7 | 2.2 |
| CN(C(=O)c1cc(Cl)c2c(c1)OCCO2)c1c(N)n(Cc2ccccc2)c(=O)[nH]c1=O | 9 | 4 | -5 | 4 | -1 | 0.0 | -1 | -1.2 |
| CCCCN(C(=O)c1cccc(S(=O)(=O)N2CCN(C)CC2)c1)c1c(N)n(CC(C)C)c(=O)[nH]c1=O | . | -3 | 1 | ? | -17 | 0.0 | 3 | -1.2 |
| Cc1ccc(CC2C(=O)N(c3ccc(C)cc3)C(=O)C2C)cc1 (stereo not drawn) | -20 | -9 | -10 | -5 | . | 0.0 | -20 | -0.3 |
| COc1cc2c(cc1OC)C(c1ccc3c(c1)OCO3)CC(=O)N2 (stereo not drawn) | . | 48 | 4 | 2 | -1 | . | 1 | -0.7 |
| O=C(O)c1ccc(-c2ccc(OS(=O)(=O)c3ccccc3F)cc2)cc1 | -96 | 8 | 1 | 9 | . | 0.0 | -41 | -1.3 |
| Cc1nc(N)c(CC(Br)CBr)c(Cl)n1 (stereo not drawn) | 12 | 22 | -2 | ? | -2 | 0.2 | -78 | -4.4 |
| CNC[C@@H]1OCCCC[C@@H](C)Oc2ccc(NS(=O)(=O)c3ccc(C)cc3)cc2C(=O)N([C@H](C)CO)C[C@@H]1C | -6 | 6 | -1 | -13 | -1 | 0.2 | -8 | -0.7 |
| Cc1ccccc1-c1cc(C(=O)NCc2cccc(Br)c2)n(CC2CC(c3cccnc3)=NO2)n1 (stereo not drawn) | 15 | -5 | 1 | 3 | -3 | 0.0 | 15 | 1.2 |
| COc1ccc(Cc2nc3ccc(C(=O)N4CCCCC4CCO)cc3o2)cc1 (stereo not drawn) | -17 | 10 | -2 | -2 | -2 | 0.1 | -3 | 4.5 |
| CCOC(=O)c1cc(NC(=O)/C=C\C(=O)O)ccc1Cl | -4 | -5 | 11 | . | -7 | 0.0 | 0 | -3.0 |
| COc1ccccc1-c1ccc2c(c1)[C@@H]1[C@@H](CCN1C(=O)C1CCOCC1)[C@@H](CO)N2 | 6 | 1 | -1 | -15 | -3 | 0.2 | -4 | 4.6 |
| Nc1ncc(Br)cc1S(=O)(=O)Nc1ccccc1F | 1 | 17 | 3 | -4 | 2 | 0.1 | -5 | -1.9 |
| Cc1ccc(-c2ccc([C@H]3[C@@H](CO)N4C(=O)CN(C(=O)Nc5cccc(F)c5)C[C@@H]34)cc2)cc1 | . | -31 | 0 | 15 | . | 0.7 | -10 | 0.2 |
| Cc1noc(C)c1NC(=O)N(C)C[C@H]1Oc2ccc(NS(=O)(=O)c3ccc(F)cc3)cc2C(=O)N([C@@H](C)CO)C[C@H]1C | . | 18 | 10 | -2 | -3 | -1.0 | 4 | -0.2 |
| O=C(C1CCCC1)N1CC2(C1)[C@@H](c1ccccc1)[C@H](CO)N2C(=O)NC1CCCC1 | . | 2 | 9 | 5 | . | 0.0 | 8 | -0.5 |
| CN1CCN(c2nc3c(c(=O)[nH]c(=O)n3C)n2CC(N)=O)CC1 | . | 24 | -2 | 6 | -3 | . | 5 | -5.4 |
| CCC(=O)N/C(N)=N/c1nc2ccccc2o1 | -177 | -9 | 1 | -7 | 5 | 0.1 | -136 | -0.3 |
| O=C(NC(Cc1ccccc1)C(=O)O)/C(=C/c1ccc([N+](=O)[O-])cc1)NC(=O)c1ccco1 (stereo not drawn) | -6 | 6 | -2 | -4 | 9 | 0.2 | 2 | 0.0 |
| COc1ccc(C#Cc2ccc3c(c2)O[C@@H](CN(C)C(=O)Nc2cccc(OC)c2)[C@@H](C)CN([C@@H](C)CO)S3(=O)=O)cc1 | . | 9 | 3 | -10 | -9 | 0.0 | 2 | 0.0 |
| O=c1[nH]c2ccc(NS(=O)(=O)c3ccc(Cl)cc3)cc2[nH]1 | 4 | 3 | 0 | -11 | . | 0.3 | 3 | -3.5 |
| CCCNC(=O)N1[C@H](CO)[C@H](c2ccc(-c3ccccc3)cc2)[C@H]1CNC(C)=O | 2 | -9 | . | -5 | -5 | 0.0 | 9 | 1.0 |
| COC(=O)c1sccc1NC(=O)CNC(=O)c1ccccc1 | -21 | 21 | 1 | 0 | -2 | 0.0 | -2 | -0.3 |
| O=C(NC1CCCC1)C1CCN(C(=O)c2ccccc2Cl)CC1 | 12 | -4 | 2 | 0 | -4 | 0.1 | 4 | 0.2 |
| O=C(Nc1sc2c(c1C(=O)O)CCCC2)c1ccc(Cl)cc1 | 11 | -15 | 2 | -6 | -2 | 0.0 | -403 | -1.5 |
| CCOc1ccc(C(=O)n2cnnc2N)cc1 | -15 | 4 | -1 | -2 | -12 | 0.0 | 0 | -1.1 |
| COc1cc(/C=N/Nc2nc(=O)[nH]nc2C)ccc1O | 29 | 20 | 3 | . | 21 | -0.2 | 7 | -1.2 |
| COc1ccc(/C=C/C(=O)c2cc(Br)ccc2OC(=O)c2ccco2)cc1OC | 4 | 7 | -3 | -2 | -4 | 0.3 | -8 | -4.2 |
| CO[C@H]1CN(C)C(=O)c2ccc(NC(=O)C3CC3)cc2OC[C@@H](C)N(C)C[C@H]1C | -43 | 11 | 6 | 15 | 1 | -0.2 | -4 | -0.8 |
| CC(C)CNC(=O)C(=O)NCc1ccccc1 | 13 | 5 | -1 | -1 | . | 0.0 | -20 | -1.5 |
| C[C@@H]1CN([C@H](C)CO)C(=O)Cc2cc(NC(=O)CCC(F)(F)F)ccc2O[C@@H]1CN(C)S(=O)(=O)c1cn(C)cn1 | 7 | 14 | . | -3 | 5 | -0.6 | -5 | -1.1 |
| O=C(NC1CC1)C1=C[C@@H](c2csc3ccccc23)C[C@@H](OCc2ccc(CO)cc2)O1 | 39&6 | -10 | -2&0 | -5&-4 | 6 | 0.0 | 6&8 | -0.4&0.9 |
| COc1cccc(-c2ccc3c(c2)S(=O)(=O)c2cccc(C(=O)O)c2C3=O)c1OC | -11 | 57 | -2 | -6 | 0 | 0.0 | 8 | -2.2 |
| O=C(Nc1ccc2[nH]c(=O)[nH]c2c1)C(F)(F)F | -4 | -1 | 1 | 3 | 1 | -0.1 | 3 | 2.0 |
| O=C(CCS(=O)(=O)c1ccc(Cl)cc1)Nc1nccs1 | 48 | -3 | 1 | 8 | 5 | 0.0 | -4 | -0.5 |
| O=C(C[C@H]1CC[C@@H]2[C@H](COC[C@@H](O)CN2S(=O)(=O)c2cccc(F)c2)O1)NCCCN1CCOCC1 | -11 | 29 | 0 | 4 | -4 | -0.2 | 0 | 0.2 |
| O=C(c1ccccc1)N1CC[C@H]2[C@H](CO)Nc3ccc(C#Cc4cccnc4)cc3[C@H]21 | -5 | 17 | 0 | -13 | -1 | 0.0 | -7 | 1.7 |
| CCN(CC)S(=O)(=O)c1ccc(NC(=O)c2nc3nc(C)cc(C)n3n2)cc1 | 15 | 1 | -4 | -4 | . | 0.0 | -18 | 0.4 |
| CC1CCCCC1NS(=O)(=O)CCNC(=O)c1ccccc1 (stereo not drawn) | 5 | 11 | 2 | 1 | -37 | -0.1 | -1 | 0.1 |
| Cc1cc(C)cc(NC(=O)C(OC(=O)Cn2cnc3c2c(=O)n(C)c(=O)n3C)c2ccccc2)c1 (stereo not drawn) | -21 | -28 | 2 | 10 | -2 | -0.1 | -8 | -0.8 |
| CC(C)OC(=O)CN1C(=O)S/C(=C/c2ccc(N3CCCCC3)o2)C1=O | . | -4 | 5 | -3 | -2 | . | -2 | -6.7 |

Four compounds out of the list, arranged by heavy-atom count, lowest first:
| SMILES | PAX8 inh HTS | GSIS activator | ERp5 inh | DENV2 CPE | ARNT-TACC3 inh | Xi reactivation | EWS-Fli inh | F508del corr |
| --- | --- | --- | --- | --- | --- | --- | --- | --- |
| Cc1nc(N)c(CC(Br)CBr)c(Cl)n1 (stereo not drawn) | 12 | 22 | -2 | ? | -2 | 0.2 | -78 | -4.4 |
| O=C(NC1CCCC1)C1CCN(C(=O)c2ccccc2Cl)CC1 | 12 | -4 | 2 | 0 | -4 | 0.1 | 4 | 0.2 |
| O=C(C1CCCC1)N1CC2(C1)[C@@H](c1ccccc1)[C@H](CO)N2C(=O)NC1CCCC1 | . | 2 | 9 | 5 | . | 0.0 | 8 | -0.5 |
| Cc1ccccc1-c1cc(C(=O)NCc2cccc(Br)c2)n(CC2CC(c3cccnc3)=NO2)n1 (stereo not drawn) | 15 | -5 | 1 | 3 | -3 | 0.0 | 15 | 1.2 |
